# HSP90 refold inh – blocks HSP90-mediated luciferase refolding in reticulocyte lysate; Rabbit reticulocyte lysate, luciferase refolding luminescence, 3 h; inhibition, % at 5.6 µM; 290,000 compounds, 0.91% hits; AID 1789;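 active means inhibition above the screen-wide mean plus 3 SD, computed separately per campaign, cut at about 16% in these data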;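 further: 0% = DMSO wells and 100% = 60 µM geldanamycin wells; inhibitors lower the luminescence because luciferase stays unfolded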
# AI-2 QS mod – modulators of Vibrio harveyi AI-2 quorum sensing system; AID 2094; activity change, % at 7.5 µM; 300,000 compounds, 0.4% hits; Vibrio harveyi JMH597 AI-2 luminescence/OD600 ratio, 9 h; hits give low values; strain lacks LuxN and CqsS sensors; 0 = neutral-control median; in the data active means activity change below about -75%, passing the limit was not always enough; inconclusive means no clear call, values can overlap the other calls;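 further: luminescence divided by OD600 gain over 9 h not by final OD600 alone; inactives centre near 13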
# aSyn 5UTR inh – 5' untranslated region of α-synuclein, MLPCN primary screen; alpha-synuclein 5'UTR reporter, inhibitor activity; inhibition, % (tested at 7.5 µM); 300,000 compounds, 0.82% hits; AID 1813; in the data active means inhibition above about 60%; inconclusive means no clear call, values can overlap the other calls;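 further: H4 neuroglioblastoma cells stably carrying SNCA 5'UTR luciferase fusion; 0% = DMSO wells and 100% = positive control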
# HSF1 activator – increases HSF-1 driven luciferase reporter signal | NIH3T3-HGL HSF-1 luciferase reporter, MG132, 8 h; 100% = twice DMSO control signal | activation, % at 9 µM | 300,000 compounds, 1.7% hits;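 active means mean replicate activation of at least 50% with a set share of replicates each reaching 50%; inconclusive means only one of those two conditions met; inactive means mean below 50% and too few replicates reaching it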;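 further: 0% = median of the neutral control wells and 100% = twice that signal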
# IEC-6 tox – IEC-6 cytotoxicity, counter-screen for KLF5 inhibitors; 290,000 compounds, 0.78% hits; luminescence viability; AID 1825; inhibition, % at 5 µM; in the data active means inhibition above about 22%;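 further: 0% = plate median of test compound wells and 100% = cytotoxic reference compound wells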
# HSF1 inhib – HSF1 inhibition | AID 2098 | activity change, negative = inhibition, % at 7.5 µM (by protocol) | 300,000 compounds, 0.77% hits | NIH3T3-HGL HSE-luciferase, MG132-induced, luminescence 8 h; hits give low values;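 active means more than half of replicate wells show activity change below -50%, luminescence cut by over half; inconclusive means some wells, but at most half, below -50%; inactive means no replicate well below -50%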;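 further: luciferase reports HSF-1 transcriptional activity via heat shock element; 0% = median of DMSO wells and -100% = zero luminescence signal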
# HIF activator – HIF pathway transcriptional activation | U2OS HRE-luciferase reporter, luminescence; normalized: DMSO 0%, desferrioxamine 100% | activation, % at 7.5 µM (by protocol) | 300,000 compounds, 0.32% hits | AID 1910;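 active means mean activation of at least 10% of the iron chelator positive control signal, with at least half of replicates also reaching 10%; inconclusive means mean and replicate majority disagree about reaching 10%; inactive means mean and most replicates under 10%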
# Platelet DG rel – modulates dense granule release in human platelets; human platelet-rich plasma, SFLLRN dense granule ATP release, luminescence; AID 1663; inhibition, %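 (compounds screened at 7.5 µM in platelet-rich plasma)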; 300,000 compounds, 0.22% hits;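 active means mean replicate score, as percent of positive control, at or above 50; inconclusive means mean below 50 but at least one replicate at or above 50; inactive means mean and every replicate below 50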
# SKKanGAS inh – blocks kanamycin growth of S. pyogenes SKKanGAS strain. BacTiter-Glo, 6 h. AID 1662. inhibition, % at 7.5 µM. 300,000 compounds, 1.3% hits;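 active means mean replicate score, as percent of positive control median, at least 50; inconclusive means mean below 50 but one replicate at or above 50; inactive means mean and every replicate below 50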;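 further: strain carries kanamycin resistance gene driven by streptokinase promoter and grows in 40 µg/ml kanamycin; loss of luminescence reflects streptokinase promoter inhibition or plain growth inhibition; 0% = median of DMSO wells and 100% = positive control at its reference dose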
# KLF5 inh – inhibitors of KLF5 expression; inhibition, % at 5 µM; 290,000 compounds, 0.23% hits; DLD-1 KLF5 promoter-luciferase reporter, luminescence;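 active means inhibition above a per-plate limit of that plate's mean compound inhibition plus 3 SD, cut at about 60% in these data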;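 further: 0% = DMSO wells and 100% = LY294002 at 200 µM; higher means less KLF5 promoter-driven luciferase light; inactives centre near -14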
# An asterisk follows results filed as active; ? = inconclusive; . = not tested or not shown. Hits appear at their usual frequency, and some 6% of all compounds hit somewhere here.
SMILES,HSP90 refold inh,AI-2 QS mod,aSyn 5UTR inh,HSF1 activator,IEC-6 tox,HSF1 inhib,HIF activator,Platelet DG rel,SKKanGAS inh,KLF5 inh
CCc1ccc(-n2c(SCC(=O)c3ccc4c(c3)NC(=O)CO4)nc3ccccc3c2=O)cc1,3,5,-5,1,0,0,-1.3,-3,-5,-1
CC1=C(C(=O)OC(C)C)C(c2cccc(F)c2)n2ncnc2N1 (configuration not stated),3,22,-10,21,-2,-4,-0.2,-2,3,-65
CCOc1ccc(C(=O)Nc2nc(C)cc(C)n2)cc1[N+](=O)[O-],-4,13,2,-25,-1,-10,0.2,-8,1,-2
COc1ccccc1N1CCN(S(=O)(=O)c2ccc(-c3cnc(C4CC4)o3)cc2)CC1,-2,18,1,7,0,-2,-0.4,2,18,-18
CC/C(=N\NC(N)=O)c1ccc(OC)c(OC)c1,6,11,20,-4,2,-10,0.3,5,-2,9
O=C(O)c1cc(Nc2cc(Cl)c3nonc3c2[N+](=O)[O-])ccc1O,2,6,3,0,-7,2,-1.5,3,6,-19
Cc1ccc(C(=O)NC2CCCCCC2)cc1N1CCCC1=O,3,-9,-38,12,4,6,0.1,-9,0,-27
COC(=O)C1=C(C(=O)OC)[C@@H]2N(Cc3ccccc3)c3ccccc3[C@@]23C[C@@H](C(=O)OC)N(C(=O)CC(C)C)C3=N1,.,38,18,-11,.,1,-0.4,1,7,.
Cc1ccc(C(=O)Nc2ccc(S(=O)(=O)NCc3ccco3)cc2)cc1,-1,18,-92,15,-3,0,2.3,-10,-7,-51
O=C(Cc1ccccc1)Nc1ccc(NC(=O)c2cccs2)cc1,-2,35,-3,-2,-1,4,0.6,-2,-7,-42
COc1cccc(CNC(=O)Cc2csc(Nc3nc(=S)[nH]c4ccccc34)n2)c1,-4,15,-3,1,6,0,-0.9,11,6,2
Cc1ccc(C(=O)N2CCN(c3ncccn3)CC2)cc1S(=O)(=O)N1CCCCC1,0,12,-12,9,15,1,0.5,-23,-4,-15
O=C(Nc1nnc(SCCC2OCCO2)s1)C1CC(=O)N(c2ccc(F)cc2)C1 (configuration not stated),1,4,0,1,-6,-2,-0.1,-28,54*,-58
Cc1cc(-c2nnc(CCC(=O)NC(C)(C)C34CC5CC(CC(C5)C3)C4)o2)no1,-3,16,-18,11,1,7,0.6,1,-1,-30
CCOc1ccccc1N1CCN(C(=O)c2cc3c(s2)CCC3)CC1,0,-5,12,4,0,4,0.5,-9,3,-13
COC(=O)c1sc(N)c(C(=O)OC)c1COC(=O)CNS(=O)(=O)c1ccc(C)c(C)c1,2,13,-11,40,-8,24,0.2,-7,-5,-21
O=C(Nc1ccc(F)cc1)c1cc(Cl)sc1Cl,0,13,.,.,8,.,.,.,.,-80
CN(C)S(=O)(=O)c1ccc(N2CCCC2)c(C(=O)Nc2nc3ccccc3s2)c1,0,15,-22,7,8,17,0.3,5,2,-34
O=C1C(c2ccncc2)N(CCC2=CCCCC2)C(=O)CN1C1CCCCC1 (configuration not stated),-1,28,-7,-16,4,-6,-0.5,2,0,-6
Cn1c(=O)[nH]c(=O)c2c1nc(N1CCCCC1)n2CC(O)COc1ccc([N+](=O)[O-])cc1 (configuration not stated),3,27,0,15,9,11,-5.0,-2,6,-9
O=C(OCCN=C1NS(=O)(=O)c2ccccc21)C1CC(=O)N(c2ccc(Cl)cc2)C1 (configuration not stated),-3,15,-11,6,-2,-4,0.1,-1,-6,-7
CCN(Cc1cccc(F)c1)C(=O)c1ccc2ccccc2n1,-3,16,-31,25,0,11,1.8,5,2,-25
CCOC(=O)Cn1c(C)cc(=O)c2ccccc21,1,18,14,-2,-6,-2,2.2,2,-2,-36
CCC(C)CCN1C(Nc2ccccc2)=NC[C@@H]1C (some centres not stated),-4,9,-20,2,-3,-1,1.3,-2,5,-6
Cc1ccc(CNC(=O)CCS(=O)(=O)c2cc3c(cc2C)NC(=O)CO3)cc1,-3,27,-1,2,-1,-1,-0.1,6,-4,-8

# Next part (3 carried over from the part before).
SMILES,HSP90 refold inh,AI-2 QS mod,aSyn 5UTR inh,HSF1 activator,IEC-6 tox,HSF1 inhib,HIF activator,Platelet DG rel,SKKanGAS inh,KLF5 inh
CCOC(=O)Cn1c(C)cc(=O)c2ccccc21,1,18,14,-2,-6,-2,2.2,2,-2,-36
CCC(C)CCN1C(Nc2ccccc2)=NC[C@@H]1C (some centres not stated),-4,9,-20,2,-3,-1,1.3,-2,5,-6
Cc1ccc(CNC(=O)CCS(=O)(=O)c2cc3c(cc2C)NC(=O)CO3)cc1,-3,27,-1,2,-1,-1,-0.1,6,-4,-8
O=c1c2cc(-c3ccccc3)sc2ncn1/N=C/c1ccco1,1,3,-140,12,-6,6,2.8,-6,11,-123
CCCc1nc2ccccc2c(=O)n1/N=C/c1ccc(O)cc1O,2,17,29,1,-1,0,0.6,0,0,-11
COc1ccccc1-c1c(C)[nH]n2c(=O)c(Cc3ccccc3)c(C)nc12,1,44,14,25,-1,6,-0.3,1,1,-13
O=C(CSc1nc(C2CC2)nc2ccccc12)Nc1ccc2c(c1)OCCO2,0,23,15,38,-5,14,0.0,1,10,-25
COc1ccc(S(=O)(=O)N(C)CC(=O)NCc2cccnc2)cc1C,2,31,9,8,8,-1,0.0,6,4,-9
O=C1C=CC(=O)N1c1ccc(O)cc1,1,?,6,-5,-4,2,-0.5,8,-14,1
CCn1c(-c2cccnc2Cl)nc2ccccc21,-2,27,3,-5,-3,-3,-0.1,-1,3,11
C=CCN1C(=O)/C(=C/c2ccc(O)cc2)S/C1=N/c1nccs1,4,4,37,0,9,1,0.3,-14,9,-12
COc1cccc(-c2nn(Cc3ccccc3)cc2CO)c1,1,.,-39,42,-2,17,1.1,20,-13,-39
C/C(=N\NC(=O)CSCc1ccc([N+](=O)[O-])cc1)c1ccccc1O,1,-2,-24,2,-2,-11,0.4,-29,-7,-25
O=C(O)CCc1ccccc1OC(=O)c1ccccc1,-4,8,10,-8,-8,-5,-0.1,-8,-1,-15
CCOC(=O)[C@@H]1[C@H]2COc3cc(OC)ccc3[C@H]2N2C(=O)N(c3ccc(F)cc3)C(=O)[C@]12C,-2,32,7,2,2,-1,-1.9,0,-2,-22
CCC1Oc2ccc(C)cc2N(CC(=O)NCCc2ccc(OC)c(OC)c2)C1=O (configuration not stated),-2,12,21,14,-3,-5,0.1,15,-8,-20
COc1cccc(CNC(=O)c2ccc(OC)c(S(=O)(=O)NC3CCCC3)c2)c1,.,7,14,4,.,2,0.0,8,9,.
N#C/C(=C\c1ccccc1)C(=O)NCCN1CCOCC1,1,7,-11,-5,-4,-3,-0.5,3,2,-5
Cc1cc(C(F)(F)F)n2ncc(-c3ccc(F)cc3)c2n1,2,8,18,2,1,-1,-4.8,4,0,-9
Cc1noc(C)c1CSCC(=O)N(C)CC(=O)Nc1ccc(Cl)c(C(F)(F)F)c1,.,-87*,6,19,.,1,-0.5,-4,4,.
CCOC(=O)c1sc(Nc2ccc(C)cc2C)nc1C,-5,3,13,6,-5,2,-0.7,.,14,-50
COc1ccc(C(C(=O)NC2CCCC2)N(C(=O)c2snc(C(N)=O)c2N)C2CCCC2)cc1OC (configuration not stated),-4,3,0,3,1,-7,0.2,-2,2,-24
Cc1cccc(NC(=S)N=Nc2c(O)n(CN3CCOCC3)c3ccccc23)c1C,2,34,49,-8,20,-13,-0.1,0,.,10
CC(C)NC(=O)NC(=O)COC(=O)Cc1ccsc1,2,22,5,-8,5,0,0.4,-3,-1,-31
COc1ccccc1/C=C1\SC(=S)N(CCC(=O)Nc2cccc(O)c2)C1=O,4,5,4,24,13,6,-0.8,2,38,10
O=C(c1ccco1)N1CCN(c2ccnc3cc(Cl)ccc23)CC1,1,3,-26,-7,2,-6,-0.4,0,4,3
Cc1nc(-c2ccc(S(=O)(=O)NCc3ccccn3)s2)cs1,0,20,1,-8,4,-6,4.3,-5,-15,-10
CCOC(=O)C(=O)N1c2ccccc2C(N(C(=O)C(=O)OCC)c2ccccc2)CC1C (configuration not stated),-4,11,4,2,-2,-3,0.2,-8,4,-7

# Later entries.
SMILES,HSP90 refold inh,AI-2 QS mod,aSyn 5UTR inh,HSF1 activator,IEC-6 tox,HSF1 inhib,HIF activator,Platelet DG rel,SKKanGAS inh,KLF5 inh
O=C(NCCc1cccc(Cl)c1)c1ccc(Cl)c([N+](=O)[O-])c1,-1,-52,-15,35,0,7,-0.5,-6,-1,-7
CO/N=C/C1CCN(c2ncc(C(F)(F)F)cc2Cl)C1=O (configuration not stated),4,16,7,47,2,9,-0.4,-5,8,6
Cn1c(CCN2CCN(c3ccc(F)cc3)CC2)nc2cc(NC(=O)c3ccco3)ccc21,-3,49,-37,8,-4,4,0.1,9,-8,-18
C=CCNC(=S)/C(=C(/[O-])c1ccc([N+](=O)[O-])cc1)[n+]1ccccc1,-3,17,-14,5,-9,4,-0.6,-2,3,-22
CN(C)/C=C/C(=O)c1ccc(-n2cccc2)cc1,8,27,-88,-14,-1,-5,-0.2,5,14,10
CCOC(=O)c1csc(NC(=O)CN2CCN(C)CC2)n1,-2,2,7,-2,-5,2,-1.4,2,-2,-4
COC(=O)C1=NN(c2ccccc2)C2C(=O)N(c3ccccc3OC)C(=O)C12 (configuration not stated),-4,12,15,-7,0,-16,-0.5,-4,-2,-6

# Grouped by structure: the entries above with a nitro group on carbon.
SMILES,HSP90 refold inh,AI-2 QS mod,aSyn 5UTR inh,HSF1 activator,IEC-6 tox,HSF1 inhib,HIF activator,Platelet DG rel,SKKanGAS inh,KLF5 inh
CCOc1ccc(C(=O)Nc2nc(C)cc(C)n2)cc1[N+](=O)[O-],-4,13,2,-25,-1,-10,0.2,-8,1,-2
O=C(O)c1cc(Nc2cc(Cl)c3nonc3c2[N+](=O)[O-])ccc1O,2,6,3,0,-7,2,-1.5,3,6,-19
Cn1c(=O)[nH]c(=O)c2c1nc(N1CCCCC1)n2CC(O)COc1ccc([N+](=O)[O-])cc1 (configuration not stated),3,27,0,15,9,11,-5.0,-2,6,-9
C/C(=N\NC(=O)CSCc1ccc([N+](=O)[O-])cc1)c1ccccc1O,1,-2,-24,2,-2,-11,0.4,-29,-7,-25
O=C(NCCc1cccc(Cl)c1)c1ccc(Cl)c([N+](=O)[O-])c1,-1,-52,-15,35,0,7,-0.5,-6,-1,-7
C=CCNC(=S)/C(=C(/[O-])c1ccc([N+](=O)[O-])cc1)[n+]1ccccc1,-3,17,-14,5,-9,4,-0.6,-2,3,-22
